Screens: PubChem BioAssay, National Center for Advancing Translational Sciences (NCATS)
Tau filament bind – binds recombinant human tau filaments. P10636. Potency, µM (titrated, usually from 57.1 µM), for the others: at the highest dose activity change, negative = inhibition. recombinant tau filaments, thioflavin S fluorescence, 15 h; filaments grown with octadecylsulfate alongside compound. actives 2% (n = 71,000). AID 596;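 also: potency is read from the fitted curve at half-maximal effect; % is scaled to controls: 0 for no effect and ±100 for the full control effect; actives lower thioflavin S fluorescence by blocking filaments or displacing dye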
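Tau 2 uM in ThS buffer dispensed; compound added; 60 uM ODS added (finals 1 uM tau, 30 uM ODS); 15 h 37 C; fluor ex450/em510.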
Caspase-7 inhib – allosteric or competitive inhibitors of human caspase-7. actives 0.02% (n = 75,000). recombinant caspase-7, Ac-DEVD-AFC fluorescence rate. Potency, µM (highest dose often 57.5 µM), without a hit: top-dose activity change, negative = inhibition, most hits filed as inhibitors; active = well fitted inhibition curve with a large enough effect in the main read-out, with a control signal flat, not every such curve was filed as active; inconclusive = small, poorly fitted or top-dose-only effect, or a change in a side signal; also: potency is read from the fitted curve at half-maximal effect; % of control where 0% means no effect
USP2a inhib – inhibitors of human ubiquitin-specific protease USP2a | O75604 | Potency, µM (top dose mostly 38.3 µM), for the others: at the top dose activity change, negative = inhibition, usual class: inhibitors | USP2a enzymatic assay, qHTS inhibition | actives 0.1% (n = 60,000);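 also: potency is read from the fitted curve at half-maximal effect; nearly all actives have a fitted effect of over 60% in size; plate controls were DMSO for no effect and NEM full inhibition control for full effect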
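USP2 core (20nM final) preincubated 30 min RT with compound, then Ub-PLA2 20nM and NBD C6-HPC 20uM final added; buffer 20mM Tris-HCl pH 8.0, 2mM CaCl2. Fluorescence Ex 460/Em 535 read at 0 and 2.5 h; normalized to NEM.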
Casp1 inh – allosteric or competitive inhibitors of human caspase-1; Caspase-1 enzyme, Ac-WEHD-AFC fluorogenic rate; Potency, µM (highest dose often 57.5 µM), inactives show top-dose activity change, negative = inhibition, usual class: inhibitors; actives 0.03% (n = 75,000); AID 900;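 also: potency is read from the fitted curve at half-maximal effect; plate controls were vehicle for no effect and no substrate for full effect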
ERK AVP inh – blocks ERK signaling stimulated by vasopressin. AID 995. Potency, µM (highest dose often 57.5 µM), inactives show top-dose activity, negative = inhibition, hits mostly inhibitors. actives 0.99% (n = 72,000). HEK293-V1b, vasopressin-stimulated pERK AlphaScreen; also: potency is read from the fitted curve at half-maximal effect; % is scaled to controls: 0 for no effect and ±100 for the full control effect; nearly all actives have a fitted effect of over 55% in size
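HEK293 cells stably expressing V1b receptor, seeded overnight in 1% FBS, were treated with compounds for 30 min at 37C, then stimulated 5 min with 25 nM vasopressin; phospho-ERK read by AlphaScreen SureFire after lysis.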
HEK293 cAMP ctrl – counter-screen for TSHR agonists: cAMP increase in parental HEK293. parental HEK293 CNG cAMP sensor, membrane potential fluorescence. AID 938. Potency, µM (highest dose often 57.1 µM), for inactives: at the highest dose activation, actives largely listed as activators. actives 2.5% (n = 73,000); also: potency is read from the fitted curve at half-maximal effect; % of control where 0% means no effect; nearly all actives have a fitted effect of over 55% in size
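Parental HEK 293 cells stably expressing a cAMP-gated CNG channel were loaded with membrane potential dye containing 100 uM RO 20-1724 for 60 min. Compound added for 30 min; depolarization read as fluorescence intensity at 590 nm.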
HADH2 inhib – blocks human hydroxyacyl-CoA dehydrogenase type II | Q99714 | recombinant HADH2, NADH fluorescence, beta-hydroxybutyryl-CoA | Potency, µM (highest dose often 57.1 µM), inactives show at the top dose activity change, negative = inhibition, most hits filed as inhibitors | actives 3.4% (n = 73,000); also: potency is read from the fitted curve at half-maximal effect; % is scaled to controls: 0 for no effect and ±100 for the full control effect; nearly all actives have a fitted effect of over 60% in size; many of its hits are not listed in these tables
Target sequence (Q99714 whole entry, looked up, one chain of several): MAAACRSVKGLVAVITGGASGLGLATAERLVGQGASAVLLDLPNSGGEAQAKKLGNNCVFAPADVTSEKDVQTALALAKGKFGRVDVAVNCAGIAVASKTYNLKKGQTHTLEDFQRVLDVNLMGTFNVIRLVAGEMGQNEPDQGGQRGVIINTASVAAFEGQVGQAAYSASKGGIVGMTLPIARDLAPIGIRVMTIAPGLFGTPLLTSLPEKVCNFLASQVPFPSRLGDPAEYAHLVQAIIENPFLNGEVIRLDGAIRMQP
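NADH fluorescence (ex 360/em 450 nm) read every 30 s for 4 min; activity taken as last-minus-first time point difference. Enzyme 20 nM, NAD+ 1 mM, beta-hydroxybutyryl-CoA 90 uM, pH 9.0 Tris buffer.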
Fluorescein autfl – compound fluoresces in the fluorescein spectral region; max fluorescein-equivalent concentration, M; Compound autofluorescence, 480/540 nm, fluorescein-equivalent; stronger effect = higher value; actives 0.91% (n = 59,000); AID 593; in the data active = max fluorescein-equivalent concentration above about 10 nM; inconclusive = between about 1.1 nM and that limit
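Fluorescein stocks ranging 3 mM down to 300 nM, plus DMSO blanks, were pinned alongside compounds to build a per-plate standard curve. Buffer: 100 mM Tris, pH 8.0. Incubation 15 min, room temperature; filters 480/540 nm.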
Texas Red fluor – compounds fluorescent in Texas Red spectral region; actives 0.06% (n = 59,000); Compound fluorescence, Texas Red channel, 547/618 nm; stronger effect = higher value; max dye-equivalent concentration, M; in the data active = max dye-equivalent concentration above about 10 nM; inconclusive = between about 1.1 nM and that limit
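qHTS profiling of intrinsic compound fluorescence; 100 mM Tris pH 8.0; 15 min RT; ex 547 / em 618 nm; response expressed as Texas Red dye-equivalent concentration from six-point plate standard.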
FLuc inh – blocks Photinus pyralis firefly luciferase activity; P08659; purified firefly luciferase, luminescence, 8 min; Potency, µM (series often up to 57.1 µM), for inactives: top-dose activity change, negative = inhibition, most hits filed as inhibitors; actives 2.2% (n = 72,000); also: potency is read from the fitted curve at half-maximal effect; % is scaled to controls: 0 for no effect and ±100 for the full control effect; nearly all actives have a fitted effect of over 40% in size
Target sequence (P08659 whole entry, looked up): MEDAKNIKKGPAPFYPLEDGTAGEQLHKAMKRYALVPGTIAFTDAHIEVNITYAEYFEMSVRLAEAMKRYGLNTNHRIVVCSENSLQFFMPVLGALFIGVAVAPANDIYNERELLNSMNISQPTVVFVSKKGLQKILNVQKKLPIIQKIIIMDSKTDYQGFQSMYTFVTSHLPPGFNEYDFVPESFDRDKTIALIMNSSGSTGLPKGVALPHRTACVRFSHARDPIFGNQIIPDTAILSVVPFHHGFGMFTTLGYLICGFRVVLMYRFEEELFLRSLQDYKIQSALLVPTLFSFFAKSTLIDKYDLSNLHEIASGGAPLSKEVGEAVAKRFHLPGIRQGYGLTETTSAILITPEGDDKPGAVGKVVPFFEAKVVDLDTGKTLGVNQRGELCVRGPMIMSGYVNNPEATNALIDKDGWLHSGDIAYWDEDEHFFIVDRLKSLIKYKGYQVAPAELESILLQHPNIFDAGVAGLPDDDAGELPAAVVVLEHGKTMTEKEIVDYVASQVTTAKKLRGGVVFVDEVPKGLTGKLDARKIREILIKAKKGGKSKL
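qHTS concentration-response profiling: light output of P. pyralis luciferase with luciferin and 10 uM ATP, imidazole buffer pH 7.2. Read by luminescence after 8-min room-temperature incubation.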
Rhodamine fluor – compound autofluorescence in rhodamine spectral region | Rhodamine-region fluorescence, 547/598 nm, Tris buffer; stronger effect = higher value | max dye-equivalent concentration, M | actives 0.05% (n = 59,000) | AID 594; in the data active = max dye-equivalent concentration above about 11 nM; inconclusive = between about 1.1 nM and that limit
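qHTS spectral profiling of compounds without any target or enzyme present, in pH 8.0 Tris buffer; plates were read after a 15-minute room-temperature incubation using the rhodamine-region filter set.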
* marks the source's active call; other numbers are inactive results; i = inactive; ? = inconclusive; . = not tested or not shown; [ ] = dose if it differs, or a comment. Unless noted, calls follow the shape of the dose curve; as a rule, active = well fitted curve in the direction sought with a large enough effect; inconclusive = small, poorly fitted or top-dose-only effect, or another doubt; inactive = no such curve, though single readings can be large; an effect the other way counts as inactive or inconclusive. Not all compounds are listed; the hit share may differ from the screen's.

Structure	ERK AVP inh	HEK293 cAMP ctrl	FLuc inh	HADH2 inhib	Texas Red fluor	Caspase-7 inhib	Rhodamine fluor	Casp1 inh	Tau filament bind	Fluorescein autfl	USP2a inhib
O=C(OCC(=O)c1c[nH]c2ccccc12)C1=COCCO1	-3%	-8%	-19%	2%	i	-4%	i	2%	-1%	?	3%
O=c1ccn(Cc2ccccc2)c(=O)n1Cc1ccccc1	-24%	-8%	4%	6%	i	0%	i	0%	2%	i	6%
CCC(=O)N1CCc2cc(Br)cc(S(=O)(=O)N3CCN(C(=O)c4ccco4)CC3)c21	-15%	4%	1%	6%	i	1%	i	2%	15%	i	27%
O=C(c1ccc(COc2ccccc2Br)o1)N1CCCCCC1	27%	?	-3%	-2%	i	-4%	i	0%	4%	i	-9%
Cc1ccc(-c2nn3c(C)nnc3s2)cc1NC(=O)CSc1ccc(Cl)cc1	-9%	24%	-2%	11%	?	1%	i	0%	1%	i	39%[activator]
O=C(Cn1ncc2c(=O)oc3ccccc3c21)NC1CC1	1%	10%	-1%	-2%	i	2%	i	-1%	15%	?	-1%
CCOC(=O)Cc1csc(NC(=O)CSc2nc(C)cc(=O)[nH]2)n1	7%	-44%[inhibitor]	-4%	-8%	?	0%	i	1%	9%	i	6%
CCOc1ccccc1NC(=O)Cc1ccccc1OC	16%	?	3%	0%	i	-2%	i	-1%	6%	i	0%
CC1CCCC(C)N1C(=O)CSc1nnc(-c2cccs2)o1 (configuration not stated)	-19%	16%	-20%	-1%	i	-4%	i	1%	3%	i	-3%
Cc1ccc(S(=O)(=O)N2CC3(C)CN(S(=O)(=O)c4ccc(C)cc4)CC(C)(C2)C3O)cc1 (configuration not stated)	-20%	-6%	0%	20%	i	1%	i	-2%	5%	i	2%
O=c1cc(O)c2c(=O)n3c4c(cccc4c2o1)CCC3	3%	5%	4%	-6%	i	1%	i	-2%	-6%	i	0%
Cc1noc(/C=C/N(C)C)c1S(=O)(=O)N(C)CC(=O)NC1CCCCC1	8%	9%	0%	-17%	i	-2%	i	-3%	41%	i	9%
CN(C)CCCN1c2ccccc2C(C)(C)c2ccccc21	6%[11.5 µM]	-6%[11.4 µM]	1%[11.4 µM]	7%[11.4 µM]	i	0%[11.5 µM]	i	-12%[11.5 µM]	-28%[11.4 µM]	i	.
CCOc1ccc(C(=O)Nc2nnn(CC)n2)cc1	-10%	4%	25µM*	3%	i	1%	i	-1%	2%	i	0%
CCN(CC)CCCn1c(-c2ccccc2)nc2c(NCCOC)nc(C)nc21	-22%	21%	.	?	.	1%	.	0%	12%	.	.
CCOC(=O)COc1nc(Nc2ccccc2C)nc(N(C)C)n1	-18%	26%	-5%	-14%	?	0%	i	1%	-16%	?	-1%
COc1ccc(NS(=O)(=O)c2ccc(NS(=O)(=O)c3ccc(C)cc3)cc2)nn1	-11%	8%[11.4 µM]	0%	4%[11.4 µM]	.	0%	.	-2%	7%[11.4 µM]	.	0%[7.66 µM]
CC[C@@H](c1ccccc1)n1c(=O)n2n(c1=O)[C@H]1[C@H](O)[C@H]3O[C@H]3C(=O)[C@H]1CC2	29%[11.5 µM]	3%[11.4 µM]	0%[11.4 µM]	-26%[11.4 µM]	.	-9%[11.5 µM]	.	3%[11.5 µM]	.	.	.
O=C(c1ccc(CN2CCc3ccccc3C2)cc1)N1CCCCC1	-11%	19%	0%	-4%	.	-1%	.	-1%	0%	.	8%
O=C(NCc1cccs1)c1cc2ccccc2o1	11%	?	-8%	14%	i	-4%	i	-3%	-2%	?	3%
CCCn1c(CCc2ccccc2)nnc1SCC(=O)N1CCCC1	-18%	0%	-2%	9%	i	2%	i	2%	6%	i	3%
CCOC(=O)c1ccc(-c2nnc(-c3ccc(Cl)cc3Cl)o2)cc1	-7%	?	3%	13%	i	0%	i	2%	6%	i	5%
CCCCSc1nsc(NC(C)=O)n1	-8%	12%	-7%	-5%	i	-1%	i	2%	2%	i	6%
CCOC(=O)CCCn1c(C)nc(=O)c(-c2ccccc2)c1C	-22%	8%	4%	-2%	i	0%	i	0%	2%	i	-7%
CSCC[C@H](NC(=O)C1CCN(S(=O)(=O)c2ccc(C)cc2)CC1)C(=O)NCc1ccco1	-1%	-5%	1%	-3%	?	-1%	i	-2%	27%	?	14%
CCCS(=O)(=O)NCCc1cc2ccc(C)cc2[nH]c1=O	3%	1%	1%	-11%	i	0%	i	0%	8%	i	13%
Cc1ccc(C)c(-n2c(Cc3cc(=O)[nH]c(=O)[nH]3)nnc2SCC(=O)NCC2CCCO2)c1 (configuration not stated)	4%	8%	1%	5%	i	0%	i	1%	8%	?	4%
Cc1sc2ncnc(OCC(=O)NCc3cccs3)c2c1C	-2%	6%	-37%	19%	i	4%	i	-2%	-6%	i	14%
C=C(C#N)C(=O)OCC	-6%	?	.	7%	.	1%	.	2%	3%	.	.
O=C(O)CCC(=O)Nc1nnc(C(F)(F)F)s1	0%	-8%	3%	-6%	i	0%	i	1%	2%	?	4%
CCOC(=O)N1CCN(C(=O)c2cc(C)c3c(C)nn(-c4ccccc4)c3n2)CC1	-1%	2%	-1%	-7%	i	-1%	i	1%	6%	i	7%
O=C1CC(N2CCOCC2)C(=O)N1Cc1ccc(N2CCCC2=O)cc1 (configuration not stated)	-3%	-3%	2%	-4%	?	-1%	i	0%	8%	i	-3%
COc1ccc(Br)cc1CNC(=O)C1CCCN(S(C)(=O)=O)C1 (configuration not stated)	-7%	-17%	10µM*	12%	i	-3%	i	-3%	50%	?	24%
CCOC(=O)CCN1C(=O)[C@@H]2[C@H]3C(=CC[C@H]2C1=O)C(=O)[C@H]1O[C@H]1[C@H]3O	16%[11.5 µM]	6%[11.4 µM]	-2%[11.4 µM]	-22%[11.4 µM]	.	?	.	?	.	.	.
Cc1c(C(=O)N2CC(C)OC(C)C2)sc2nc(-c3ccc(F)cc3)cn12 (configuration not stated)	8%	20%	3%	-3%	i	3%	i	-1%	6%	i	7%
Cc1cc(N2CCN(C(=O)c3ccco3)CC2)n2nc(-c3cccc(Cl)c3)cc2n1	25µM*	?	-2%	?	?	-2%	i	-1%	27%	i	5%
COc1ccc(COC(=O)N/N=C2/C[C@@H](O)[C@@H](O)[C@@H]3[C@@H]4C(=O)N(Cc5ccccc5)C(=O)[C@H]4CC[C@@H]23)cc1	5%[11.5 µM]	-1%[11.4 µM]	0%[11.4 µM]	-9%[11.4 µM]	.	0%[11.5 µM]	.	-1%[11.5 µM]	.	.	.
CCOC(=O)c1cnn(CCOC(=O)C(C)(C)C)c1NC(=O)C(C)(C)C	8%	13%	0%	5%	i	1%	i	-1%	-9%	i	-14%
COc1cc(NC(=O)c2ccc(COc3ccccc3Br)o2)cc(OC)c1OC	-24%	-11%	-4%	-29%	?	-4%	i	-2%	72%	?	36%[activator]
Cc1ccc2nc(SCC(=O)NC(=O)NCc3ccco3)[nH]c2c1	-27%	22%	-4%	-4%	?	-5%	i	-1%	2%	?	46%[activator]
COC(=O)c1cc(Br)c(=O)n(CCN2CCOCC2)c1	-1%	2%	2%	-4%	i	-1%	i	-2%	-7%	i	-2%
O=C(CCS(=O)(=O)c1ccc(Br)s1)NCc1ccc2c(c1)OCO2	0%	7%	3%	0%	i	-2%	i	1%	-8%	i	9%
Cc1nc(-c2ccc(C(=O)N3CCOCC3)cc2)cs1	-14%	3%	-4%	3%	i	-1%	i	-1%	-9%	i	1%
Fc1ccc2nc(-c3ccccc3)nc(SCc3nnc(-c4ccccc4)o3)c2c1	8%	19%	-2%	-15%	i	-1%	i	-2%	-9%	?	7%
CC(=O)N1[C@H](C)C=C[C@]1(Cc1ccccc1)C(=O)NCCN1CCOCC1	18%	?	.	3%	.	-1%	.	-1%	-9%	.	.
CCn1cc(C(=O)N2CCCc3ccccc32)c2cc(OC)c(OC)cc2c1=O	2%	3%	-1%	-6%	?	-1%	i	0%	6%	i	5%
CCOC(=O)c1ccc2nc(NC(=O)c3ccco3)sc2c1	-3%	-10%	16µM*	-3%	i	0%	i	-3%	27%	i	132%[activator]
COc1ccc2nc(C)cc(N3CC(C)OC(C)C3)c2c1 (configuration not stated)	-5%	16µM*	1%	-2%	?	-4%[0.00368 µM]	i	0%	-7%	i	-6%
Cc1nc(CC(=O)N2CCN(c3cccc(C)c3C)CC2)cs1	12%	6%	1%	6%	i	-3%	i	-2%	-8%	i	18%
CCOc1ccc(NC(=O)N(CCC(C)C)C(C)c2ccco2)cc1 (configuration not stated)	6%	?	1%	-2%	i	1%	i	0%	-10%	?	-28%
